EBI2 block: EBI2 (human) antagonism; P32249; EBI2 beta-arrestin recruitment, luminescence, 7a,25-OHC stimulated; inhibition, % at 5 µM; actives 0.81% (n = 360,000); AID 651636; in the data active = inhibition above about 38%;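 also: enzyme fragment complementation signal reports receptor beta-arrestin coupling in cells; 0% = agonist plus DMSO wells and 100% = wells without agonist; some results beyond the cut were filed as inactive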
CXCR6 inh: CXCR6 (human) receptor inhibition; actives 0.36% (n = 360,000); O00574; AID 602244; inhibition, % at 20 µM; CHO-K1 PathHunter CXCR6 beta-arrestin, luminescence; in the data active = inhibition above about 34%, passing the limit was not always enough;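 also: antagonist mode with CXCL16 agonist at 10 nM final; 0% = 10 nM CXCL16 with DMSO and 100% = unstimulated wells without agonist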
CCR6 antagonist: CCR6 (human) receptor antagonism | P51684 | CHO-K1 CCR6 PathHunter beta-arrestin, luminescence, CCL20-stimulated | inhibition, % at 20 µM | actives 0.49% (n = 340,000);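 active = compounds whose inhibition of the agonist-driven luminescence signal at 20 µM reaches about 50%, limit read from the data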;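 also: cells stimulated with CCL20 at 14 nM final; plate controls were DMSO with CCL20 for no effect and DMSO without agonist for full effect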
APJ antagonist: blocks the human apelin receptor APJ; P35414; CHO-K1 APJ beta-arrestin complementation, luminescence; AID 2521; inhibition, % at 20 µM; actives 0.32% (n = 330,000);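 active = inhibition above about 40% at 20 µM, limit read from the data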;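 also: cells challenged with 10 nM apelin-13 agonist together with compound; plate controls were apelin-13 plus DMSO wells for no effect and DMSO wells lacking apelin-13 for full effect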
APJ agonist: agonists of human APJ apelin receptor; CHO-K1 APJ PathHunter beta-arrestin, luminescence; 0% DMSO wells, 100% apelin; activation, % at 20 µM; actives 0.11% (n = 330,000);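 active = activation more than six SD over the plate average, tested at 20 µM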;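 also: 0% = DMSO alone and 100% = apelin-13 at 10 nM; some results filed as inactive read as strong as hits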
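Assay system – PathHunter CHO-K1 APJ (AGTRL-1) beta-arrestin reporter cells · Compound – one dose, 20 µM compound, 1% DMSO · Timing – compound 90 min 25 °C, reagent 1 h · Measured by – luminescence from split beta-galactosidase complementation, Galacton Star/Emerald II substrate · Measure – beta-arrestin recruitment to APJ as agonist activity, luminescent signal · Benchmarks – DMSO vs Apelin-13 10 nM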
Mdm2-MdmX inh: disrupts the human Mdm2-MdmX interaction; O15151+Q00987; inhibition, % at 8 µM; actives 3% (n = 330,000); SaOS-2 split-luciferase Mdm2/MdmX complementation, luminescence;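 active = inhibition of at least 50% at 8 µM in the primary screen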
Target sequence (O15151 whole entry, looked up): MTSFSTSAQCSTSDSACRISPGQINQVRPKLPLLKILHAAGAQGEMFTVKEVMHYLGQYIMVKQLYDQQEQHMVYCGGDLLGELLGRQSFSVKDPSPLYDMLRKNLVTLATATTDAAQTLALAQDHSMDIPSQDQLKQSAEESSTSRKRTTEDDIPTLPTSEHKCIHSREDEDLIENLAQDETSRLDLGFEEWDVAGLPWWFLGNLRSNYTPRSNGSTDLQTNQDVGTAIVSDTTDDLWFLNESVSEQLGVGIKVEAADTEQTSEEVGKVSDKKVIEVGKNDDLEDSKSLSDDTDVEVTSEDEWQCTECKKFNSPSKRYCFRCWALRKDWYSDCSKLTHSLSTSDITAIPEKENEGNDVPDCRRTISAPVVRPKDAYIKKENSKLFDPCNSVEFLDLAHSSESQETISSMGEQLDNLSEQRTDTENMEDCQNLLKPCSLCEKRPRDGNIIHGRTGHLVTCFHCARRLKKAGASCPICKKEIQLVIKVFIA
Target sequence (Q00987 whole entry, looked up): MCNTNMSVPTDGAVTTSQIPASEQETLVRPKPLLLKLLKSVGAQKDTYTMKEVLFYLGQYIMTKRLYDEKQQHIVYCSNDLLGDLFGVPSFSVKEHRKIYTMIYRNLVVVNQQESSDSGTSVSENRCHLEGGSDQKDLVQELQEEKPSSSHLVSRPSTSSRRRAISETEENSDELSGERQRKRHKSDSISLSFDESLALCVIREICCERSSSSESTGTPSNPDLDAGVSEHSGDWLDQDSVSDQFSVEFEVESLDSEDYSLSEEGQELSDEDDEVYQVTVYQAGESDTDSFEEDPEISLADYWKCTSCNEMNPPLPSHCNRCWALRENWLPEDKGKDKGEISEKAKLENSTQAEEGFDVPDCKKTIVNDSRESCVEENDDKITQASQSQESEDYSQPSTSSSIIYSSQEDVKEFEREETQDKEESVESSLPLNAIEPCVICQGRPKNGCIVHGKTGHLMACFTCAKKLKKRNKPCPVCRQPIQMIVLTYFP
XBP1 UPR activ: activators of adaptive arm of unfolded protein response (XBP1) | AID 463104 | activation, % at 20 µM | CHO-XBP1 luciferase reporter, IRE1-XBP1 UPR activation, luminescence; percent of tunicamycin response, DMSO as zero | actives 0.33% (n = 330,000);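 active = versus positive control, 20 µM dose yields 30% or more activation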;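 also: 100% = tunicamycin at 10 µg/mL and 0% = DMSO only wells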
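Assay system: IRE1-XBP1 luciferase reporter CHO line. Input: 1000 cells/well. Buffer or medium: F12 with 10% serum. Doses: 20 µM, 1% DMSO. Times: overnight seeding at 37 °C, 6 h compound treatment at 37 °C. Technique: Steady-Glo luciferase glow luminescence, 10 min after reagent addition.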
CHOP UPR activ: activators of apoptotic arm of unfolded protein response (CHOP). CHO-CHOP luciferase reporter, UPR activation, luminescence; percent of tunicamycin response over DMSO baseline. activation, % at 10 µM. AID 449763. actives 0.34% (n = 330,000);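 active = at 10 µM dose, activation of 40% or more, normalized to positive control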;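 also: 100% = tunicamycin at 10 µg/mL and 0% = DMSO alone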
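Test system: CHO CHOP reporter cells. Input: 500 CHO-CHOP cells per well. Medium: F12 with 10% FBS. Technique: luciferase luminescence. Measure: percent activation relative to tunicamycin control. Dosing: 10 µM compound, 0.5% DMSO. Timing: 16-18 h cell attachment, then 6 h compound exposure, 37 °C.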
tim23-1 inh: tim23-1 yeast growth inhibition; S. cerevisiae tim23-1 growth, BacTiter-Glo luminescence, 24 h; inhibition, % at 20 µM; actives 1.3% (n = 330,000); AID 463212;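 active = growth inhibition of the mutant yeast at or above 50%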;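 also: temperature-sensitive mutant grown at 25 °C; plate controls were DMSO-treated mutant yeast for no effect and medium wells lacking yeast for full effect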
The depositor's hits bear a star; · = not tested or not shown.

SMILES	EBI2 block	CXCR6 inh	CCR6 antagonist	APJ antagonist	APJ agonist	Mdm2-MdmX inh	XBP1 UPR activ	CHOP UPR activ	tim23-1 inh
CCOC(=O)Cn1c2ccccc2c2nc3ccccc3nc21	1	11	16	9	-4	19	5	0.7	3
CSc1ccccc1NC(=O)CSCc1ccc(C)cc1	19	3	14	-8	0	41	-2	0.5	7
O=C(O)c1ccccc1N(Cc1ccccc1)C(=O)COc1ccccc1	-5	3	4	6	1	-8	2	1.0	18
Cc1ccc(C)c(-n2nnnc2Sc2nnnn2-c2ccccc2)c1	-9	2	-4	-22	-4	100*	-3	5.8	-10
COc1ccccc1NC(=S)NCc1ccc(S(N)(=O)=O)cc1	-9	0	-12	-3	0	-7	-1	1.2	-4
O=C(CCNC(=O)c1ccc(Cl)cc1)Nc1ccc(Cl)cc1F	5	1	1	-5	-4	-33	2	0.3	-9
Cc1cc(C)cc(NC(=O)CSc2nnc(-c3ccncc3)o2)c1	2	5	10	8	-3	-2	-1	2.3	3
COc1ccc(C(=O)Nc2ccc(-c3n[nH]c(=S)o3)cc2)cc1	-5	2	10	12	-1	6	-5	1.6	7
Cc1ccc(C)c(S(=O)(=O)N/N=C/c2cccnc2)c1	3	0	1	14	-4	-12	-2	0.6	17
COc1ccc(C(CNC(=O)c2ccc(S(=O)(=O)Nc3ccc(F)cc3)cc2)N(C)C)cc1 (stereo unspecified)	1	13	7	0	-2	19	-6	0.0	3
COc1ccc(-c2nn(-c3ccccc3)cc2C(=O)NCC(c2cccs2)N2CCOCC2)cc1 (stereo unspecified)	11	8	8	6	-1	19	-1	-0.3	13
O=[N+]([O-])c1cccnc1Oc1cccnc1	-2	4	-4	16	-1	11	1	0.9	-1
CC(C)N(Cc1cc2ccccc2[nH]c1=O)C(=O)C1CCCCC1	-2	-3	-3	20	0	25	-1	-1.5	12
CCCN1CCC(NC(=S)Nc2ccc(C(=O)OCC)cc2)CC1	-2	1	-3	10	1	26	1	0.6	-13
CCCCCCC(C)OC(=O)c1ccccc1C(=O)O (stereo unspecified)	-4	2	2	19	-2	-19	-6	1.6	2
COc1cc(OC)cc(C(=O)NCCCN2CCN(CCCNC(=O)c3cc(OC)cc(OC)c3)CC2)c1	-5	-1	13	-6	0	25	-2	-0.4	-4
Cn1c(SCc2ccccc2Br)nc2ccccc2c1=O	-5	1	10	10	0	2	-3	-0.4	14
Cc1ccccc1C(=O)Nc1ccc2c(c1)nc(CCNC(=O)c1ccco1)n2C	-3	-4	-13	-6	4	11	-1	0.0	-1
O=C(NCc1ccc2c(c1)OCO2)c1cc(-c2ccccc2)c(N2CCOCC2)s1	15	7	5	9	0	36	-4	0.4	40
COc1ccc(-c2nsc(SCC(=O)NCc3ccc4c(c3)OCO4)n2)cc1	-13	-4	9	4	-2	7	-1	0.1	2
COc1cccc(-c2nn(C)c3sc(C(=O)N4CCN(c5ccccc5)CC4)cc23)c1	27	1	0	5	-5	28	-1	-1.2	37
S=c1[nH]nc(NCCCN2CCOCC2)s1	-5	-30	-28	-15	-4	3	0	2.3	4
COc1ccc(CN2CC(=O)N3[C@H]4c5ccc(OC)cc5OC[C@@H]4[C@H](c4ccccc4)[C@]3(C)C2=O)cc1	9	7	12	-5	-2	22	-2	0.2	21
COC(=O)c1ccc(C(=O)N2CCCC(CNC(=O)c3ccccc3Cl)C2)cc1 (stereo unspecified)	9	6	16	5	-2	11	3	-0.1	5
COc1ccc(CCNc2cc(N3CCN(C(=O)c4ccc(C)cc4)CC3)ccc2[N+](=O)[O-])cc1OC	·	·	·	15	0	28	5	0.9	0

Retrieved by structure from the list above, three records:
SMILES	EBI2 block	CXCR6 inh	CCR6 antagonist	APJ antagonist	APJ agonist	Mdm2-MdmX inh	XBP1 UPR activ	CHOP UPR activ	tim23-1 inh
CCCCCCC(C)OC(=O)c1ccccc1C(=O)O (stereo unspecified)	-4	2	2	19	-2	-19	-6	1.6	2
O=C(CCNC(=O)c1ccc(Cl)cc1)Nc1ccc(Cl)cc1F	5	1	1	-5	-4	-33	2	0.3	-9
CSc1ccccc1NC(=O)CSCc1ccc(C)cc1	19	3	14	-8	0	41	-2	0.5	7

Continuation.
SMILES	EBI2 block	CXCR6 inh	CCR6 antagonist	APJ antagonist	APJ agonist	Mdm2-MdmX inh	XBP1 UPR activ	CHOP UPR activ	tim23-1 inh
CC(CC(=O)NCc1ccc(Cl)cc1)S(=O)(=O)c1ccc2c(c1)NC(=O)CO2 (stereo unspecified)	0	-8	-8	-24	1	16	-4	0.9	11
C(#CCN1CCCC1)CC(c1ccccc1)c1ccccc1	-3	-1	-7	7	-2	20	0	-1.5	8
O=C(CCCC(=O)OCC(Cl)=C(Cl)Cl)Nc1cccc2ccccc12	-2	-1	4	-8	0	12	0	0.4	23
COc1cccc(/C=N/NC(=O)c2ccc(=O)[nH]n2)c1O	-3	-2	-2	9	-5	-1	-1	1.8	7
COc1cccc2sc(NNC(=O)C3COc4ccccc4O3)nc12 (stereo unspecified)	0	-13	-15	-30	-1	1	1	0.0	-69
OCc1c(OCc2cccc(F)c2)ccc2ccccc12	-2	3	5	-27	0	-67	-1	3.0	30
C/C(N)=C(/C#N)C(=O)CSc1nncn1-c1ccccc1	-5	5	0	5	-4	10	2	-0.8	2
CCCCCCC#Cc1ccc2c(c1)COc1c3ccccc3nn1-2	21	-4	-2	-50	1	-41	0	4.0	28
Cc1cc2cc(CN(Cc3ccco3)C(=O)C3CCCCC3)c(=O)[nH]c2cc1C	12	-2	4	7	-2	18	6	-1.2	5
O=C1ON=C(c2ccc([N+](=O)[O-])cc2)/C1=C/c1ccccc1O	4	0	9	-3	-3	-16	1	0.2	12
Cc1ccc(Cn2c(C(=O)NCCCN3CCOCC3)cc3sccc32)cc1	11	2	4	-18	-1	-13	-1	-1.4	25
CCOc1ccc(CCNC(=O)C2CCN(S(=O)(=O)CC)CC2)cc1OCC	0	4	7	2	2	0	-5	-0.7	1
Cc1ccc(N(CC(N)=O)C2SC(=O)N(Cc3ccccc3)C2=O)cc1 (stereo unspecified)	2	6	34	34	-4	24	1	-1.2	23
O=C1CCCCCN1Cc1nnc(SCc2nc3ccccc3s2)n1-c1ccccn1	4	-4	5	9	3	-62	1	3.2	25
O=C(Nc1cc(Oc2ccccc2)cc([N+](=O)[O-])c1)C12CC3CC(C1)CC(n1cnc(Cl)n1)(C3)C2	19	16	-5	-5	0	22	3	1.6	11
O=C1[C@H]2[C@H](C=CC[C@H]2C(=O)N2CCOCC2)CCN1Cc1ccccc1	-15	-3	9	2	6	-3	-2	-0.9	13
CCN(CCCNC(=O)CCCN1C(=O)COc2ccc(C)cc21)c1cccc(C)c1	19	-2	7	-21	-5	16	1	2.4	21
NS(=O)(=O)c1ccc(N=Cc2ccc(Br)s2)cc1	-5	0	-2	-14	-6	3	-2	2.2	14
CCOc1ccc(-n2nnnc2SCC(=O)NNC(=O)c2ccco2)cc1	4	-3	-4	3	3	9	0	0.7	5
CC1CCN(C(=O)CCCC(=O)O)CC1	-7	-7	1	-10	-3	-10	-2	1.5	3
O=C(Cn1nnc(-c2ccccc2Cl)n1)N/N=C/c1ccc2c(c1)OCO2	0	2	3	4	5	5	-1	-1.4	3
Cc1cccc(NC2=CC(=O)OC(C)C2)c1 (stereo unspecified)	-7	-5	8	-34	0	22	-1	-0.6	20
CC(=O)Nc1ccc(C(=O)NCC2CCCCC2)cc1	-7	3	0	-5	-3	11	0	-1.4	4
CCN(Cc1ccccc1)S(=O)(=O)c1ccc(C(=O)N(CCCN(C)C)c2nc3cc4c(cc3s2)OCCO4)cc1	28	11	7	24	1	78*	5	5.7	8
O=C1OC(/C(=C\Nc2cc(Cl)ccc2O)[N+](=O)[O-])c2ccccc21 (stereo unspecified)	-12	3	13	-7	-2	-5	3	-0.5	2
(list continues)
SMILES	EBI2 block	CXCR6 inh	CCR6 antagonist	APJ antagonist	APJ agonist	Mdm2-MdmX inh	XBP1 UPR activ	CHOP UPR activ	tim23-1 inh
Cc1c(Cl)cccc1NC(=S)Nc1ccccn1	5	-6	-2	2	-1	20	-1	-0.4	-8
O=C(CN1C(=O)COc2ccccc2C1=O)c1ccc2c(c1)OCCO2	-3	3	2	12	-6	30	-1	6.5	7
Cc1onc(-c2ccc(Cl)cc2Cl)c1-c1csc(N/N=C/c2ccccc2)n1	3	-8	5	-23	5	37	1	3.2	4
Cc1ccsc1C(=O)OCc1cc(=O)n2ccsc2n1	-14	-3	-4	2	2	-75	0	4.3	22
Cc1nc(C(=O)Nc2cc(F)cc(Cl)c2)sc1C1(C)CC(c2ccccc2)=NO1 (stereo unspecified)	-17	-4	0	-18	8	20	-3	2.6	25
O=c1cnnc(NCc2ccccc2)[nH]1	-3	7	-18	6	0	6	-2	-0.6	-4
Cc1cc(C(F)(F)F)n2ncc(-c3cccc(Br)c3)c2n1	6	-1	16	-9	-3	-4	-1	1.9	-18
O=[N+]([O-])c1ccc2c(c1)C(N1CCOCC1)/C(=C/COc1ccc(Cl)cc1Cl)O2 (stereo unspecified)	31	8	34	-3	-5	26	-2	-1.5	11
COc1ccc(/C=C2\OC(=S)N(C)C2=O)cc1	8	1	-7	3	-5	23	1	-0.1	16
CCCCCC(=O)N1CCCC(c2nc(-c3ccc(OC)cc3)no2)C1 (stereo unspecified)	18	9	12	6	-3	0	-3	2.6	28
O=C(COC(=O)c1cccc(S(=O)(=O)N2CCOCC2)c1)Nc1ncc(Cl)cc1Cl	9	0	0	-1	2	-26	2	-0.4	13
Cc1cc(OCC(=O)N[C@@H](Cc2ccccc2)c2nc3ccccc3[nH]2)ccc1Cl	16	-21	-8	-17	-3	30	3	2.9	-15
COc1ccc(CC(=O)NNC(=O)c2ccc(Br)s2)cc1OC	10	-1	7	9	0	9	0	0.1	3
O=C(Nc1ccc(Cl)c([N+](=O)[O-])c1)c1ccc(NCCCN2CCOCC2)c([N+](=O)[O-])c1	-3	8	13	-1	3	97*	42*	0.4	17
O=C(Oc1ccc(F)c(F)c1)c1ccc2c(=O)n3c(nc2c1)CCC3	-13	4	15	16	-3	12	-1	4.7	12
CCN(C(=O)COC(=O)/C=C/c1c(C)nn(Cc2ccc(C)cc2)c1C)C1CCS(=O)(=O)C1 (stereo unspecified)	-7	-2	-8	8	0	-1	-2	0.0	-5
CSc1ccc(CNCC2CCCO2)cc1 (stereo unspecified)	-6	11	4	-11	2	3	-1	-0.4	-4
Cc1ccc(NC(=O)CSc2ccccc2)cc1S(=O)(=O)N1CCOCC1	-6	-10	4	-5	-2	10	-4	-0.1	24
CCOC(=O)c1c(C)[nH]c(C)c1C(=O)COC(=O)c1sccc1C	1	-1	6	-5	-4	-4	1	1.0	31
Cc1cc(=O)[nH]c(N=N/C(=N/Nc2ccccc2C)c2ccccc2)n1	-11	3	21	12	-7	69*	7	-0.7	-3

Screens deposited in PubChem BioAssay by Sanford-Burnham Center for Chemical Genomics.

These rows are one share of the data, so the mix of outcomes need not match the whole.
